Bim-Bfl-1: human Bim-Bfl-1 interaction inhibition | Bead-based flow cytometry, Bim-Bfl-1 binding inhibition | inhibition, % at 10 µM | AID 1008 | Q16548 | 190,000 tested, 0.12% active;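 note: 0% = wells without compound plus tracer and 100% = blocker peptide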
Bcl-W Bim block: human Bim-Bcl-W interaction inhibition | 190,000 tested, 0.02% active | bead-based flow cytometry, Bim peptide-Bcl-W binding | inhibition, % at 10 µM | AID 952 | Q92843;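 note: 0% = bound tracer without compound and 100% = peptide blocker; higher means less fluorescent Bim peptide bound to Bcl-W beads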
Target sequence (Q92843 whole entry, looked up): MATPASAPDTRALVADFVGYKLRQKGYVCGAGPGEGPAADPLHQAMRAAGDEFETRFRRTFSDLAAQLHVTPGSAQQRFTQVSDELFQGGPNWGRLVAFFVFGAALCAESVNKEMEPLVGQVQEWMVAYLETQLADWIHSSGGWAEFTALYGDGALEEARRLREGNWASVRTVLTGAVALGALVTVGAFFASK
HRas wt GTP: human HRas wildtype GTP binding, change in either direction | 190,000 tested, 0.14% active | P01112 | GST-Ras wt beads, Bodipy-FL-GTP binding, flow cytometry; actives lie on both sides | GTP binding activity, % at 10 µM;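 active = GTP binding activity at least 20% away from the 100% baseline, either lowered as inhibitor or raised as activator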;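 note: 0% = unlabeled GTP competition control and 100% = no-compound control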
Target sequence (P01112 whole entry, looked up): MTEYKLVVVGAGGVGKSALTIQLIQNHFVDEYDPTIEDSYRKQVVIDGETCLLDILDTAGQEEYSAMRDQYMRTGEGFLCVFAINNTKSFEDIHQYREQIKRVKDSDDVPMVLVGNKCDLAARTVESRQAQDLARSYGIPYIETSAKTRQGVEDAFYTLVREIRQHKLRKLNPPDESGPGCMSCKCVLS
Rab2 wt GTP: changes GTP binding to wildtype dog Rab2A, up or down; 190,000 tested, 0.19% active; AID 760; GTP binding activity, % at 10 µM; P61105; GST-Rab2 wt beads, Bodipy-GTP binding, flow cytometry;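 active = GTP binding activity at least 20 points away from 100%, either lowered or raised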;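 note: 0% = beads with excess unlabeled GTP and 100% = no-compound control corrected for plate trend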
Rab7 wt GTP bind: alters GTP binding to wildtype dog Rab7; GST-Rab7 beads, fluorescent GTP binding, flow cytometry; actives lie on both sides; untreated = 100%, excess cold GTP = 0%; GTP binding activity (percent of control), % at 10 µM; 190,000 tested, 0.055% active; AID 758;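 active = fluorescent GTP binding to Rab7 beads changed by at least 20 points from the 100% baseline, either direction, mostly lower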;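 note: median green fluorescence of bound Bodipy-FL-GTP per Rab7 bead population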
Bim-Bcl-B: human Bim-Bcl-B interaction inhibition; Q9HD36; bead-based flow cytometry, Bim peptide-Bcl-B binding; 190,000 tested, 0.073% active; inhibition, % at 10 µM;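 note: 0% = tracer peptide without compound and 100% = reference inhibitor peptide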
Target sequence (Q9HD36 whole entry, looked up): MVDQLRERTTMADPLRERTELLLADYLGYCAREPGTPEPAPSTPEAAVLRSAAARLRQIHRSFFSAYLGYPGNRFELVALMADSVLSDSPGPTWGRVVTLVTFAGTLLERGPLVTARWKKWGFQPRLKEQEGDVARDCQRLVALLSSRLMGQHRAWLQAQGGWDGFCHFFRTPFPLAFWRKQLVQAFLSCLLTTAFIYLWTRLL
Rac1 wt GTP bind: human Rac1 wildtype GTP binding, inhibitors and activators. AID 757. P63000. GST-Rac1 beads, fluorescent GTP binding, flow cytometry; actives lie on both sides; 0 = cold GTP competed, 100 = untreated. GTP binding activity (% of control), % at 10 µM. 190,000 tested, 0.27% active;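 active = GTP binding activity at least 20 points away from the 100% control level, either lower or higher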
Rac1 mut GTP: alters GTP binding to activated mutant human Rac1 | 190,000 tested, 0.11% active | percent activity (GTP binding), % at 10 µM | GST-Rac1 activated beads, fluorescent GTP binding, flow cytometry; actives lie on both sides; 100% means binding = to untreated wells | P63000 | AID 764;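 active = GTP binding at least 20 percentage points away from the 100% baseline, in either direction, so actives lie on both sides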
Bcl-2 Bim block: disrupts Bim peptide binding to human Bcl-2; Bead-based flow cytometry, Bim peptide-Bcl-2 binding; 190,000 tested, 0.06% active; inhibition, % at 10 µM; in the data active = inhibition above about 40%;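 note: 0% = no compound wells with probe peptide and 100% = reference peptide inhibitor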
Cdc42 wt GTP: human Cdc42 wildtype GTP binding change, either direction; P60953; GST-Cdc42 beads, Bodipy-GTP binding, flow cytometry; actives lie on both sides; percent activity (GTP binding), % at 10 µM; 190,000 tested, 0.2% active; AID 761;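 active = percent activity GTP binding at least 20 points away from the 100% baseline, either down as inhibitor or up as activator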;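 note: median bead fluorescence of bound Bodipy-FL-GTP at 100 nM; 0% = excess unlabeled GTP control and 100% = no compound control; below 100% means less GTP binding so inhibitor and above means activator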
Target sequence (P60953 whole entry, looked up): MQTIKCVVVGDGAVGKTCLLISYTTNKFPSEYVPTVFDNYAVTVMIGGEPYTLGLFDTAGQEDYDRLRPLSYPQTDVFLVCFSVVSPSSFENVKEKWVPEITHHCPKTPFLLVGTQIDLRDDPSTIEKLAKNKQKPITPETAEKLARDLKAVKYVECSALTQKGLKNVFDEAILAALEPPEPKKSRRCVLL
Bcl-XL Bim block: inhibitors of Bim-Bcl-XL interaction, human. Q07817. AID 1007. inhibition, % at 10 µM. 190,000 tested, 0.04% active. Bim peptide-Bcl-XL binding, bead flow cytometry, fluorescence
Target sequence (Q07817 whole entry, looked up): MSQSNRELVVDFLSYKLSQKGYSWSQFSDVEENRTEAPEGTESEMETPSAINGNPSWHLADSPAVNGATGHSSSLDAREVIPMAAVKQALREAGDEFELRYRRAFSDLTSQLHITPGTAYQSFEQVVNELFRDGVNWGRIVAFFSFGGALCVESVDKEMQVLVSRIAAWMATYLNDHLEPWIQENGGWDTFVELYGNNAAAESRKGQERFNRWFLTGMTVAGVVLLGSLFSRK
Numbers without * were called inactive; & = joins results of further samples. Cut-off read from the data, not from the text of the source, unless noted: active = inhibition above about 40%.

item | Bim-Bfl-1 | Bcl-W Bim block | HRas wt GTP | Rab2 wt GTP | Rab7 wt GTP bind | Bim-Bcl-B | Rac1 wt GTP bind | Rac1 mut GTP | Bcl-2 Bim block | Cdc42 wt GTP | Bcl-XL Bim block | molecule
1 | -10 | 0 | 99 | 99 | 101 | -10 | 108 | 103 | -10 | 103 | -4 | CC(C)CCN=Cc1c(O)n(-c2ccccc2)c(=O)c2ccccc12
2 | 0 | 5 | 101 | 103 | 103 | -2 | 101 | 98 | 0 | 99 | -2 | COc1cccc(C2NC(=O)c3sc(=S)n(-c4ccccc4)c3N2)c1 (stereo not given)
3 | -10 | -5 | 97 | 98 | 97 | -11 | 96 | 94 | -9 | 97 | -12 | Cc1ccc(-n2nnnc2SCC(=O)N2CCc3ccccc3C2)c(C)c1
4 | -2 | 5 | 101 | 99 | 101 | 0 | 98 | 98 | -1 | 99 | 1 | O=C(CN1CCCC1=O)NC1(C(F)(F)F)NC(=O)N(Cc2ccccc2)C1=O (stereo not given)
5 | -9 | -7 | 94 | 96 | 94 | -9 | 97 | 96 | -9 | 96 | -6 | COc1ccc(Br)cc1CN(C)CC(=O)Nc1ccccc1Cl
6 | 5 | 2 | 96 | 93 | 89 | 5 | 98 | 94 | 1 | 92 | 1 | O=C1CCCN1c1ncc(S(=O)(=O)c2ccc([N+](=O)[O-])cc2)s1
7 | -6 | 3 | 96 | 96 | 97 | -8 | 94 | 94 | -4 | 95 | 11 | Nc1nc(SCC(=O)C23CC4CC(CC(C4)C2)C3)n[nH]1
8 | -2 | -1 | 99 | 100 | 97 | 1 | 100 | 99 | 0 | 98 | 0 | COC(=O)c1sc(S(=O)(=O)NCCCN(C)C)c(C(=O)OC)c1C
9 | 0 | 1 | 98 | 98 | 102 | -2 | 97 | 95 | 9 | 92 | -4 | CC(C)c1ccc(NC(=O)C(c2ccccc2)N(Cc2ccco2)C(=O)CC2NC(=O)NC2=O)cc1 (stereo not given)
10 | -7 | 0 | 97 | 97 | 96 | -4 | 96 | 96 | -7 | 98 | -2 | CC(CCn1cccn1)NC(=O)CCc1nnc(CCc2ccccc2)o1 (stereo not given)
11 | -2 | 4 | 103 | 100 | 104 | -2 | 101 | 98 | 0 | 97 | 0 | CN(C)S(=O)(=O)c1cccc(NC(=O)CN2C(=O)NC(Cc3c[nH]c4ccccc34)C2=O)c1 (stereo not given)
12 | -7 | 4 | 104 | 107 | 104 | -8 | 105 | 100 | -7 | 105 | 1 | CCn1c2ccccc2c2cc(NC(=O)c3ccco3)ccc21
13 | 6 | -1 | 102 | 99 | 97 | -4 | 104 | 96 | 0 | 100 | -2 | CNC(=O)c1ccsc1NC(=O)c1ccc(S(=O)(=O)N2CCc3ccccc32)cc1
14 | 0 | -4 | 94 | 95 | 98 | -3 | 94 | 99 | -15 | 94 | -17 | Cc1cc(NC(=O)CSc2nnc(-c3cccs3)n2N)no1
15 | -6 | -2 | 98 | 99 | 103 | -4 | 100 | 98 | -6 | 96 | 0 | O=C(C1CC1)N1N=C(C2CCCCC2)CC1(O)C(F)(F)F (stereo not given)
16 | -8 | -3 | 97 | 100 | 99 | -5 | 104 | 97 | -10 | 100 | -3 | Cc1cc(-c2ccccc2)nc(N/N=C/c2cccnc2)n1
17 | -5 | 0 | 98 | 96 | 95 | 1 | 100 | 94 | 1 | 99 | 1 | COc1ccc(CN2C(=O)C(=O)N(CC(N)=O)C2=O)cc1
18 | -8 | -2 | 99 | 99 | 104 | -6 | 97 | 94 | -1 | 95 | -2 | CCN(C(=O)CSc1nnc(-c2c[nH]c3ccccc23)o1)C1CCS(=O)(=O)C1 (stereo not given)
19 | -2 | -4 | 99 | 99 | 99 | -6 | 100 | 98 | -4 | 101 | -9 | COc1ccc(CNC(=O)CN(Cc2ccccc2)S(=O)(=O)c2ccc(Cl)cc2)cc1
20 | -7 | -3 | 102 | 102 | 110 | -8 | 100 | 99 | -1 | 99 | -3 | CCn1c(SCc2cc(=O)n3ccsc3n2)nc2ccccc21
21 | -3 | -1 | 102 | 101 | 100 | -5 | 104 | 97 | -6 | 99 | -6 | COc1ccc(C(=O)c2c[nH]c(C(=O)NCC3CCCO3)c2)cc1 (stereo not given)
22 | 0 | -2 | 99 | 97 | 100 | -6 | 106 | 99 | 0 | 100 | -5 | CCOCCCNC(=O)Cc1ccc(F)cc1
23 | -1 | -1 | 98 | 96 | 95 | -4 | 100 | 99 | -5 | 99 | -3 | CCOC(CNC(=O)c1ccc2nc(N3CCC(C)CC3)sc2c1)OCC
24 | -3 | 0 | 100 | 97 | 104 | 0 | 100 | 96 | -1 | 96 | 0 | CCOC(=O)C(=O)N=Nc1c(O)n(C)c2ccccc12

Individual results from above.
cpd 23 @ Rac1 mut GTP = 99
cpd 19 @ Bim-Bfl-1 = -2

New compounds follow:
item | Bim-Bfl-1 | Bcl-W Bim block | HRas wt GTP | Rab2 wt GTP | Rab7 wt GTP bind | Bim-Bcl-B | Rac1 wt GTP bind | Rac1 mut GTP | Bcl-2 Bim block | Cdc42 wt GTP | Bcl-XL Bim block | molecule
25 | -9 | -4 | 100 | 102 | 100 | -7 | 104 | 100 | -6 | 105 | -13 | CSc1ccccc1C(=O)Nc1cccc(C(C)O)c1 (stereo not given)
26 | 15 | 5 | 99 | 97 | 99 | 9 | 99 | 98 | 10 | 99 | 7 | CCCNC(=O)COC(=O)/C(C#N)=C/c1cc(C)n(CCC)c1C
27 | -12 | 1 | 98 | 97 | 96 | -6 | 101 | 97 | -2 | 99 | 0 | COc1ccc(-c2nnn(CC(=O)c3ccccc3)n2)cc1OC
28 | -4 | -6 | 96 | 96 | 102 | -4 | 99 | 93 | -5 | 93 | -5 | Cc1cccc(C)c1NC(=S)N(Cc1cccnc1)Cc1ccccc1Cl
29 | -1 | -2 | 100 | 99 | 102 | -7 | 101 | 98 | -2 | 102 | -4 | CC(C)CCNC(=O)CCSCCC(=O)NCCC(C)C
30 | -5 | -3 | 99 | 101 | 99 | -2 | 103 | 99 | -6 | 100 | 2 | COc1ccc(OC)c(NC(=O)CCN2CCC(C)CC2)c1
31 | 0 | -1 | 99 | 100 | 102 | -2 | 103 | 100 | 0 | 102 | -1 | O=[N+]([O-])c1cccc(Cl)c1N1CCOCC1
32 | -4 | -3 | 103 | 103 | 99 | -7 | 100 | 100 | -3 | 103 | -7 | COc1ccccc1N(CN1CCCC1=O)C(=O)c1c(F)cccc1F
33 | -13 | -7 | 101 | 99 | 101 | -23 | 105 | 100 | -6 | 106 | -13 | CC(Sc1nncs1)C(=O)Nc1ccc(Cl)cn1 (stereo not given)
34 | -3 | -5 | 97 | 99 | 101 | -4 | 99 | 99 | -1 | 100 | 0 | Cn1nc(C(=O)NCc2ccccn2)c2ccccc2c1=O
35 | -4 | -4 | 99 | 101 | 104 | -3 | 101 | 98 | 0 | 103 | -3 | NNC(=O)c1nn(-c2ccccc2)cc1O
36 | -10 | 0 | 102 | 102 | 106 | -10 | 111 | 102 | -10 | 104 | -2 | Nc1nnnn1N=C1CCCCC1
37 | -2 | -3 | 99 | 99 | 98 | -2 | 101 | 99 | 0 | 100 | -2 | CC(=O)N(C)c1ccc(NC(=O)c2ccc([N+](=O)[O-])cc2Cl)cc1
38 | -9 | -2 | 99 | 100 | 101 | -8 | 104 | 97 | -4 | 99 | -7 | CCCCC(CC)CNC(=O)c1ccc2c(c1)OCO2 (stereo not given)
39 | -3 | -2 | 101 | 100 | 105 | -7 | 99 | 94 | 0 | 98 | 0 | O=C(N/N=C/c1ccc(N2CCOCC2)cc1)c1cccs1
40 | -1 | -1 | 96 | 96 | 96 | -2 | 97 | 95 | -4 | 98 | -3 | CCOC(=O)c1c(-c2ccc(F)cc2)csc1NC(=O)CCN1C(=O)c2ccccc2C1=O
41 | -1 | 0 | 100 | 99 | 99 | -3 | 103 | 100 | 1 | 101 | -3 | CS(=O)(=O)N(CC(=O)NCCSc1ccc(Cl)cc1)c1ccc2c(c1)OCO2
42 | -3 | 0 | 102 | 101 | 104 | -1 | 107 | 98 | 4 | 102 | -2 | COc1ccc(NC(=O)c2ccc(CNS(=O)(=O)c3cccc(OC)c3)cc2)cc1
43 | -4 | -4 | 98 | 100 | 96 | -7 | 101 | 99 | 0 | 101 | -3 | COc1ccc(OC)c(N2C(=O)CC(Cc3ccc(Cl)cc3)C2=O)c1 (stereo not given)
44 | -1&-1 | 1&0 | 93&103 | 94&99 | 95&98 | -2&1 | 96&105 | 95&97 | -1&4 | 94&105 | 0&-2 | CC(=O)/C=C(/C)NC(Cc1c[nH]c2ccccc12)C(=O)O (stereo not given)
45 | -9 | 3 | 97 | 96 | 95 | -8 | 98 | 97 | -7 | 99 | -1 | CCn1cnc2sc(C(=O)N3CCN(c4ccc(OC)cc4)CC3)c(C)c2c1=O
46 | -6 | 0 | 98 | 96 | 103 | -5 | 100 | 95 | -2 | 96 | 0 | CCOc1ccc(CN2CCNC(=O)C2CC(=O)NCCc2ccccn2)cc1 (stereo not given)
47 | 0 | -3 | 95 | 96 | 96 | -3 | 95 | 95 | 1 | 96 | -4 | CCn1c(=O)cc(OCC(=O)Nc2ccccc2C#N)c2ccccc21
48 | -17 | 0 | 102 | 100 | 102 | -6 | 110 | 100 | -7 | 104 | -7 | Cc1ccc(S(=O)(=O)N2CCCN(S(=O)(=O)c3ccc(C)cc3)CC2)cc1
49 | -13 | -4 | 103 | 101 | 99 | -9 | 103 | 102 | -6 | 104 | -4 | Nc1nnnn1/N=C/c1ccc(N2CCCCC2)c([N+](=O)[O-])c1
50 | 3 | -1 | 101 | 99 | 102 | -11 | 98 | 97 | 0 | 98 | -5 | CN(C)c1ccc(P(=O)(Nc2ccccc2)N2CCOCC2)c(NC(=O)c2cccs2)c1 (stereo not given)
51 | -1 | 1 | 100 | 99 | 101 | 0 | 100 | 97 | -2 | 101 | 0 | CCOC(=O)N1CCN(S(=O)(=O)c2c(C)[nH]c(=O)[nH]c2=O)CC1
52 | -11 | -5 | 100 | 99 | 101 | -16 | 104 | 97 | -9 | 99 | -6 | O=C(NC(=S)NNS(=O)(=O)c1ccccc1)c1cccnc1
53 | -5 | 1 | 95 | 91 | 95 | -1 | 95 | 92 | -2 | 91 | 0 | CC1CCCCN1S(=O)(=O)c1ccc(C(=O)Nc2nnc(-c3ccncc3)o2)cc1 (stereo not given)
54 | -6 | 0 | 95 | 93 | 97 | -2 | 91 | 92 | -2 | 95 | -1 | O=C(NCc1ccco1)c1ccc(COCC(F)(F)F)cc1
55 | -5 | -2 | 101 | 98 | 99 | -3 | 103 | 100 | -4 | 100 | -1 | Cc1ncsc1CCOC(=O)C12CC3CC(CC(C3)C1)C2
56 | -5 | -6 | 99 | 102 | 100 | -3 | 107 | 100 | 0 | 100 | -5 | CCOC(=O)N1CCC(Nc2c(-c3ccc(C)cc3)c(=O)c2=O)CC1
57 | 1 | -3 | 100 | 95 | 97 | -9 | 103 | 98 | -1 | 101 | 2 | O=C(Nc1ccc([N+](=O)[O-])cc1)Nc1ccc(OC(F)F)c(Cl)c1
58 | -29 | -8 | 102 | 99 | 96 | -9 | 112 | 98 | -9 | 105 | -11 | CC(O)CNc1nc2c(c(=O)n(C)c(=O)n2C)n1Cc1cccc(Br)c1 (stereo not given)
59 | -15 | -6 | 101 | 102 | 102 | -9 | 104 | 101 | -3 | 100 | -8 | Cc1cccc(OCC(=O)Nc2ccc3c(C)cc(=O)oc3c2)c1

Rows are unselected (roughly 0.62% active in at least one column).
